NSD2 inh = NSD2 (human) methyltransferase inhibition; O96028; NSD2-SET H3K36me1 DELFIA fluorescence, biochemical; inhibition, % at 12.5 µM; 0.07% of 44,000 active; in the data active means inhibition above about 54%, passing the limit was not always enough; inconclusive means no clear call, values can overlap the other calls;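 further: inhibitors reduce the monomethyl H3K36 fluorescence signal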
Target sequence (O96028 whole entry, looked up): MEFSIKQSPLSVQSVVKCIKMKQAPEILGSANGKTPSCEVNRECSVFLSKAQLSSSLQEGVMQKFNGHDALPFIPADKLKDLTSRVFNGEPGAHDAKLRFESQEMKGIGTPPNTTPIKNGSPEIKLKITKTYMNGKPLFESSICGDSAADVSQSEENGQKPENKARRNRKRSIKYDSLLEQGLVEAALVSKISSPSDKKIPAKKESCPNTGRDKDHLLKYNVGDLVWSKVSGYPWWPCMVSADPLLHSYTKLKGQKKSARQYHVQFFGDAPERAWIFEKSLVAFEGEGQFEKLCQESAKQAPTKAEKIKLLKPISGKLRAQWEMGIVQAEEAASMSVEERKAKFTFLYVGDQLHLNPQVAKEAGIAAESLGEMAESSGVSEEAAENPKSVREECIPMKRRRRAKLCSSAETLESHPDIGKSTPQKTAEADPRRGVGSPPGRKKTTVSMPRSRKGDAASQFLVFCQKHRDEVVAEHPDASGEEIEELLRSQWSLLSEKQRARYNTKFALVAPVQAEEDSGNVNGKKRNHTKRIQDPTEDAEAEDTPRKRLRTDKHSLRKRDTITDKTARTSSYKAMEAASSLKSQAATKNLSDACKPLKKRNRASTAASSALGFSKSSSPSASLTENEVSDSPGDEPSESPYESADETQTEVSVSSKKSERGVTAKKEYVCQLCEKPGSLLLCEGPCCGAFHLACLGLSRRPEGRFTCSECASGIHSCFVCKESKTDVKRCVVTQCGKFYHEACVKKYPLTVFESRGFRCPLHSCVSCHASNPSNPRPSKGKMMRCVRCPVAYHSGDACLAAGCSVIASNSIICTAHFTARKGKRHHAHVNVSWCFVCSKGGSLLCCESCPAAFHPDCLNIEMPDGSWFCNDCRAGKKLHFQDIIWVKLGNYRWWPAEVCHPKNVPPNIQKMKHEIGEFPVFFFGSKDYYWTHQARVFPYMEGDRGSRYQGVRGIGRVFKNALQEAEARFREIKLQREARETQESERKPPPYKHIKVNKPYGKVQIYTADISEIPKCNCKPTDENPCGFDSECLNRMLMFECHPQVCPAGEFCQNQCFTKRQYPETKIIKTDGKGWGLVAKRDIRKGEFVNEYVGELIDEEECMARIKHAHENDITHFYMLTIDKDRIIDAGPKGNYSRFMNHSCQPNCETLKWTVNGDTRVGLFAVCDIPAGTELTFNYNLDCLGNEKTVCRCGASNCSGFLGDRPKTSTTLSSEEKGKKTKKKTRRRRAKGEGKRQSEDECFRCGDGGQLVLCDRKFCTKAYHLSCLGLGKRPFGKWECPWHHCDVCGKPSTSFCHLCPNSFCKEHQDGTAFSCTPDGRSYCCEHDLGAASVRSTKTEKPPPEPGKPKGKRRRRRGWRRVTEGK
Starred values were filed as active, the others as inactive; ? = inconclusive.

canonical_smiles	NSD2 inh
COc1ccc(S(=O)(=O)N(C)C[C@@H]2Oc3ccc(NC(=O)NC(C)C)cc3C(=O)N([C@@H](C)CO)C[C@@H]2C)cc1	7.2
C[C@@H]1CN([C@H](C)CO)C(=O)c2cc(NC(=O)C3CC3)ccc2O[C@H]1CN(C)Cc1ccc(Cl)c(Cl)c1	-7.1
C[C@@H]1CN([C@H](C)CO)C(=O)CCCn2cc(nn2)CO[C@@H]1CN(C)Cc1ccc2cccnc2c1	0.8
C[C@H](CO)N1C[C@H](C)[C@@H](CN(C)Cc2ccccc2)OCCCC[C@H](C)Oc2ccc(NC(=O)CCCN(C)C)cc2C1=O	34.0
COc1ccc(NC(=O)Nc2ccc3c(c2)C(=O)N([C@@H](C)CO)C[C@@H](C)[C@H](CN(C)S(=O)(=O)c2cn(C)cn2)O3)cc1	-1.2
[C-]#[N+]/C(C#N)=C\c1cc(C(C)(C)C)c(O)c(C(C)(C)C)c1	4.0
COc1ccc(S(=O)(=O)N(C)C[C@H]2Oc3ccc(NC(=O)c4ccncc4)cc3C(=O)N([C@H](C)CO)C[C@H]2C)cc1	-0.3
C[C@@H]1CN([C@@H](C)CO)C(=O)c2cc(NS(=O)(=O)c3ccc(F)cc3)ccc2O[C@@H](C)CCCCO[C@H]1CN(C)S(=O)(=O)c1cn(C)cn1	1.0
COCC(=O)Nc1ccc2c(c1)[C@@H]1C[C@H](CC(=O)N(C)C)O[C@H](CO)[C@@H]1O2	-1.1
O=C(CCCCCC(=O)Nc1ccccc1O)N=NC=C1C=CN(O)C=C1	-0.8
C[C@@H]1CCCCO[C@H](CN(C)Cc2ccc(C(F)(F)F)cc2)[C@@H](C)CN([C@H](C)CO)C(=O)c2cc(NS(=O)(=O)c3ccc(F)cc3)ccc2O1	-2.9
CC(=O)NC(=O)C1C=C2c3ccccc3C=CC2OC1=Nc1ccc(C)cc1 (stereo not given)	10.2
CCCC(O)C#Cc1cnc2c(c1)C(=O)N([C@H](C)CO)C[C@H](C)[C@H](CN(C)S(=O)(=O)c1cn(C)cn1)O2 (stereo not given in full)	3.4
COC(C)(C)CCCC(C)C/C=C/C(C)=C/C(=O)O (stereo not given)	-2.5
Cc1ccc(S(=O)(=O)Nc2cccc3c2O[C@H](CN(C)S(=O)(=O)c2ccc(F)cc2)[C@@H](C)CN([C@@H](C)CO)C3=O)cc1	1.3
O=C(c1ccccc1)N1Cc2ccccc2[C@@H]2OC(c3ccc(OCCCO)cc3)=N[C@]2(Cc2ccccc2)C1=O	-1.9
C[C@@H]1CN([C@@H](C)CO)C(=O)Cc2cc(NC(=O)Nc3ccccc3)ccc2O[C@@H]1CN(C)Cc1ccc(C(=O)Nc2ccccc2N)cc1	-6.1
CC(C)NC(=O)N(C)C[C@@H]1Oc2cc(-c3cncnc3)ccc2S(=O)(=O)N([C@H](C)CO)C[C@@H]1C	-3.5
Cc1ccc(S(=O)(=O)N(C)C[C@@H]2Oc3cc(-c4cccc(F)c4)ccc3S(=O)(=O)N([C@@H](C)CO)C[C@H]2C)cc1	-4.8
C[C@@H]1CCCCO[C@@H](CN(C)C(=O)Nc2ccccc2)[C@H](C)CN([C@@H](C)CO)C(=O)c2cc(N(C)C)ccc2O1	0.5
C[C@@H]1CN([C@@H](C)CO)C(=O)c2cccc(NC(=O)Nc3ccc(C(F)(F)F)cc3)c2O[C@@H]1CN(C)CC1CC1	-5.9
C/C=C/c1cnc2c(c1)C(=O)N([C@@H](C)CO)C[C@H](C)[C@H](CN(C)C(=O)NCCC)O2	4.3
C[C@H](CO)N1C[C@H](C)[C@H](CN(C)C(=O)c2cnccn2)Oc2ncc(C#CCC3CCCC3)cc2C1=O	6.9
Cc1noc(C)c1S(=O)(=O)Nc1ccc2c(c1)CC(=O)N([C@H](C)CO)C[C@H](C)[C@H](CN(C)Cc1ccc(Cl)c(Cl)c1)O2	-6.7

Overlap with the part before: seven compounds, followed by the next part.
canonical_smiles	NSD2 inh
CC(C)NC(=O)N(C)C[C@@H]1Oc2cc(-c3cncnc3)ccc2S(=O)(=O)N([C@H](C)CO)C[C@@H]1C	-3.5
Cc1ccc(S(=O)(=O)N(C)C[C@@H]2Oc3cc(-c4cccc(F)c4)ccc3S(=O)(=O)N([C@@H](C)CO)C[C@H]2C)cc1	-4.8
C[C@@H]1CCCCO[C@@H](CN(C)C(=O)Nc2ccccc2)[C@H](C)CN([C@@H](C)CO)C(=O)c2cc(N(C)C)ccc2O1	0.5
C[C@@H]1CN([C@@H](C)CO)C(=O)c2cccc(NC(=O)Nc3ccc(C(F)(F)F)cc3)c2O[C@@H]1CN(C)CC1CC1	-5.9
C/C=C/c1cnc2c(c1)C(=O)N([C@@H](C)CO)C[C@H](C)[C@H](CN(C)C(=O)NCCC)O2	4.3
C[C@H](CO)N1C[C@H](C)[C@H](CN(C)C(=O)c2cnccn2)Oc2ncc(C#CCC3CCCC3)cc2C1=O	6.9
Cc1noc(C)c1S(=O)(=O)Nc1ccc2c(c1)CC(=O)N([C@H](C)CO)C[C@H](C)[C@H](CN(C)Cc1ccc(Cl)c(Cl)c1)O2	-6.7
COc1ccc(CN(C)C[C@H]2Oc3ccc(NC(=O)Nc4cccc5ccccc45)cc3C(=O)N([C@@H](C)CO)C[C@@H]2C)cc1	-1.9
C[C@H](CO)N1C[C@H](C)[C@@H](CN(C)Cc2ccc(C(=O)O)cc2)Oc2ccc(NS(=O)(=O)c3cn(C)cn3)cc2CC1=O	-0.1
C[C@H]1CN([C@@H](C)CO)C(=O)c2cc(NC(=O)c3ccncc3)ccc2O[C@@H]1CN(C)S(=O)(=O)c1cccs1	5.1
C[C@@H]1CN([C@H](C)CO)C(=O)c2cccc(N(C)C)c2O[C@H]1CN(C)CC1CC1	-0.1
C[C@@H]1CCCCO[C@H](CN(C)C)[C@@H](C)CN([C@H](C)CO)C(=O)c2cc(NS(=O)(=O)c3ccccc3)ccc2O1	1.5
CC(C)CC#Cc1cnc2c(c1)C(=O)N([C@H](C)CO)C[C@H](C)[C@@H](CN(C)C(=O)C1CCOCC1)O2	-5.2
C[C@H](CO)N1C[C@H](C)[C@H](CN(C)CC2CC2)Oc2cc(-c3cccc(C#N)c3)ccc2S1(=O)=O	0.1
COc1ccc(S(=O)(=O)Nc2ccc3c(c2)C(=O)N([C@@H](C)CO)C[C@H](C)[C@@H](CN(C)S(=O)(=O)c2cn(C)cn2)O3)cc1	4.4
CC(C)NC(=O)N(C)C[C@@H]1Oc2ccc(NC(=O)CCC(F)(F)F)cc2CC(=O)N([C@H](C)CO)C[C@@H]1C	1.5
C[C@H](NC(=O)C[C@H]1C[C@@H]2c3cc(NC(=O)CN(C)C)ccc3O[C@@H]2[C@@H](CO)O1)c1ccccc1	-5.5
C[C@H]1CN([C@@H](C)CO)C(=O)c2cc(C#CC3CC3)cnc2O[C@H]1CN(C)C(=O)C1CCCCC1	2.3
CCCNC(=O)N[C@H]1CC[C@@H](CC(=O)NC2CCC2)O[C@H]1CO	3.6

Pulled one by one from the list above (2):
canonical_smiles	NSD2 inh
COc1ccc(S(=O)(=O)Nc2ccc3c(c2)C(=O)N([C@@H](C)CO)C[C@H](C)[C@@H](CN(C)S(=O)(=O)c2cn(C)cn2)O3)cc1	4.4
C[C@@H]1CN([C@H](C)CO)C(=O)c2cccc(N(C)C)c2O[C@H]1CN(C)CC1CC1	-0.1

New compounds follow:
canonical_smiles	NSD2 inh
C[C@H]1CN([C@@H](C)CO)C(=O)CCCn2cc(nn2)CO[C@@H]1CN(C)C(=O)Nc1ccc(C(C)(C)C)cc1	-6.0
C[C@@H]1CN([C@H](C)CO)C(=O)c2cc(-c3cccc(F)c3)cnc2O[C@@H]1CN(C)C(=O)c1cccc(F)c1	-1.0
Cc1ccc(S(=O)(=O)N(C)C[C@H]2OCc3ccccc3-c3ccccc3C(=O)N([C@@H](C)CO)C[C@H]2C)cc1	-1.5
C[C@@H]1CN([C@@H](C)CO)C(=O)Cc2cc(NS(C)(=O)=O)ccc2O[C@@H]1CN(C)Cc1ccc(C(=O)O)cc1	-1.4
C[C@H](CO)N1C[C@H](C)[C@@H](CN(C)Cc2ccc(F)cc2)Oc2ncc(C3=CCCC3)cc2C1=O	3.3
C[C@H](CO)N1C[C@H](C)[C@H](CN(C)C(=O)C2CC2)Oc2cc(C#CC3CCCC3)ccc2S1(=O)=O	-6.1
O=C(NCc1ccc(F)cc1)[C@H]1C[C@H]2C(=O)N3CCC[C@H]3C(=O)N2[C@H]1c1cccc(OCCO)c1	2.3
Cc1noc(C)c1S(=O)(=O)Nc1ccc2c(c1)C(=O)N([C@@H](C)CO)C[C@H](C)[C@H](CN(C)C(=O)C1CCCCC1)OCCCC[C@@H](C)O2	-1.1
C[n+]1cc2c3c(ccc2c2ccc4cc5c(cc4c21)OCO5)OCO3	1.9
C[C@@H]1CN([C@H](C)CO)C(=O)c2cc(NC(=O)NC3CCCCC3)ccc2O[C@@H]1CN(C)C(=O)NC1CCCCC1	-4.2
CCCN(C)C[C@@H]1Oc2cc(-c3ccc(C#N)cc3)ccc2S(=O)(=O)N([C@H](C)CO)C[C@@H]1C	6.7
CCCn1c(=O)c(C)cn2nc(N)nc12	-4.1

Next section
SMILES	NSD2 inh
CC(C)NC(=O)Nc1ccc2c(c1)C(=O)N([C@@H](C)CO)C[C@@H](C)[C@@H](CN(C)Cc1ccccc1)OCCCC[C@H](C)O2	-5.5
C[C@@H](O)C#Cc1ccc2c(c1)O[C@H](CN(C)C)[C@@H](C)CN([C@@H](C)CO)S2(=O)=O	-3.8
C[C@@H]1CN([C@H](C)CO)C(=O)c2cc(NC(=O)Nc3cccc4ccccc34)ccc2O[C@@H]1CN(C)Cc1ccc(Cl)c(Cl)c1	2.3
C[C@H]1CN([C@@H](C)CO)C(=O)c2cccc(NC(=O)Nc3ccc4c(c3)OCO4)c2O[C@H]1CN(C)C(=O)Nc1ccc(C(F)(F)F)cc1	-4.8
C[C@H](CO)N1C[C@H](C)[C@@H](CN(C)CC2CCCCC2)OCCCC[C@H](C)Oc2ccc(NS(=O)(=O)c3cccs3)cc2C1=O	1.9
C[C@@H]1CN([C@@H](C)CO)C(=O)Cc2cc(NC(=O)CCN3CCOCC3)ccc2O[C@@H]1CN(C)C	-3.2
C[C@H](CO)N1C[C@H](C)[C@H](CN(C)C(=O)Nc2cc(F)ccc2F)Oc2cc(-c3cccc(C#N)c3)ccc2S1(=O)=O	-9.4
C/C=C/c1cnc2c(c1)C(=O)N([C@@H](C)CO)C[C@H](C)[C@@H](CN(C)C(=O)C1CC1)O2	11.3
COc1ccc(S(=O)(=O)Nc2ccc3c(c2)CC(=O)N([C@@H](C)CO)C[C@H](C)[C@@H](CN(C)Cc2ccc(C(F)(F)F)cc2)O3)cc1	-4.5
CCCCn1c2nc3ccccc3nc2c2c(N)ncnc21	-4.4
C[C@H](CO)N1C[C@H](C)[C@H](CN(C)S(=O)(=O)c2cccs2)OCCCC[C@H](C)Oc2ccc(NC(=O)NC3CCCCC3)cc2C1=O	12.6
CO[C@H](C(=O)N(C)C[C@H]1OCc2ccccc2-c2c(n(C)c3ccccc23)C(=O)N([C@H](C)CO)C[C@H]1C)c1ccccc1	2.6
CC(C)CC#Cc1cnc2c(c1)C(=O)N([C@@H](C)CO)C[C@@H](C)[C@H](CN(C)C(=O)Nc1cccc(F)c1)O2	4.3
C[C@@H]1CN([C@@H](C)CO)C(=O)c2cc(NS(=O)(=O)c3ccccc3)ccc2O[C@@H](C)CCCCO[C@@H]1CN(C)C(=O)CCCN(C)C	-2.7
COc1ccc(/C=N/NC(=O)CCCCC(=O)NO)cc1OC	-1.1
CC(C)NC(=O)Nc1ccc2c(c1)C(=O)N([C@@H](C)CO)C[C@H](C)[C@@H](CN(C)Cc1ccc(C(=O)O)cc1)OCCCC[C@@H](C)O2	?
CCCc1c(OCCCCc2nn[nH]n2)ccc(C(C)=O)c1O	14.8
C=C1C(=O)OC2CC3(C)CCC=C(CO)C3CC12 (stereo not given)	-1.6
CC(C)CC#Cc1cnc2c(c1)C(=O)N([C@@H](C)CO)C[C@H](C)[C@H](CN(C)C(=O)Cc1cccnc1)O2	4.7
CC(=O)N(C)C[C@H]1Oc2ncc(/C=C/c3ccccc3)cc2C(=O)N([C@H](C)CO)C[C@@H]1C	7.1
COc1cccc(C#Cc2ccc3c(c2)O[C@@H](CN(C)S(=O)(=O)c2ccccc2F)[C@@H](C)CN([C@H](C)CO)S3(=O)=O)c1	-2.9
C[C@@H]1CN([C@H](C)CO)S(=O)(=O)c2ccc(C#CC3CC3)cc2O[C@@H]1CN(C)C(=O)c1cccnc1	-3.0
COc1ccc(OC)c2c(=S)c3ccccc3[nH]c12	-5.3
Cc1ccc(S(=O)(=O)Nc2ccc3c(c2)CC(=O)N([C@H](C)CO)C[C@H](C)[C@H](CN(C)Cc2ccc(Cl)c(Cl)c2)O3)cc1	-4.2
C[C@H]1CCCCO[C@H](CN(C)S(=O)(=O)c2ccccc2)[C@@H](C)CN([C@@H](C)CO)C(=O)c2cc(NS(=O)(=O)c3ccc(F)cc3)ccc2O1	8.4
COc1ccc(S(=O)(=O)N(C)C[C@H]2Oc3ccc(NC(=O)C4CC4)cc3C(=O)N([C@H](C)CO)C[C@@H]2C)cc1	3.0
CS(=O)(=O)Nc1ccc2c(c1)[C@@H]1C[C@@H](CC(=O)N3CCc4ccccc4C3)O[C@@H](CO)[C@@H]1O2	0.3
O=C(N/N=C/c1cccc(O)c1)c1ccccc1O	-8.3
COc1ccc(S(=O)(=O)N(C)C[C@H]2Oc3ccc(NS(=O)(=O)c4c(C)noc4C)cc3C(=O)N([C@@H](C)CO)C[C@H]2C)cc1	1.3
Cc1ccc(S(=O)(=O)N(C)C[C@@H]2Oc3cc(C4=CCCC4)ccc3S(=O)(=O)N([C@@H](C)CO)C[C@@H]2C)cc1	3.1
O=C(C[C@H]1C[C@H]2c3cc(NC(=O)NC4CCCC4)ccc3O[C@H]2[C@H](CO)O1)NCc1ccc(-c2ccccc2)cc1	-0.6
C[C@H](CO)N1C[C@H](C)[C@H](CN(C)C(=O)Nc2ccc(C(F)(F)F)cc2)Oc2c(NC(=O)c3ccncc3)cccc2C1=O	-0.3
CNC[C@H]1Oc2c(NC(=O)C3CC3)cccc2C(=O)N([C@@H](C)CO)C[C@H]1C	15.6

A portion of the library; count on the stated rates, not on these rows.
